Source: PubChem BioAssay (National Center for Advancing Translational Sciences (NCATS))
GRP78 ERSR act = ER stress response induction in glioma. Potency, µM, for inactives: at the highest dose activation, most hits filed as activators. actives 0.02% (n = 420,000). U87-MG GRP78 promoter luciferase reporter, 16 h; active = well fitted activation curve with a large enough effect; inconclusive = small, poorly fitted or top-dose-only effect; inactive = no such curve, though single readings can be large or run the other way; note: series mostly up to about 76 µM; % of control where 0% means no effect; nearly all actives have a fitted effect of over 35% in size
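Stably transfected U87-MG human glioma cells carrying a GRP78-based luminescent sensor were seeded at 1000 cells/well, pin-dosed with compounds and incubated 16 h. Luciferase reagent was then added, and end-point luminescence was read after 10 min at room temperature.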
Active calls of the source: *; ? = inconclusive; & = joins results of further samples. Potency is the fitted concentration of half-maximal effect. Only part of the results is shown; the hit share may differ from the screen's.

SMILES | GRP78 ERSR act
CCCCCCC(C)(C)c1ccc([C@@H]2C[C@H](O)CC[C@@H]2CCCO)c(O)c1 | -11.8%
Cc1ccc2c(c1)[C@]13CCCC[C@@H]1[C@@H](C2)N(C)CC3 | -2.7%
CC1(C)C(=O)C=C[C@@]2(C)C1CC(O)[C@]1(C)C2CC[C@@]2(C)C(c3ccoc3)OC(=O)C3O[C@]312 (stereo partly specified) | -7.2%
N#CN=C1SCCN1Cc1ccc(Cl)nc1 | -3.5%
CCC1(C)CC(=O)NC(=O)C1 | -4.2%
N#CC(O[C@@H]1OC(COC2OC(CO)C(O)C(O)[C@@H]2O)C(O)C(O)C1O)c1ccccc1 (stereo partly specified) | -4.6%
N#CC(C#N)=Cc1cc(O)c(O)c([N+](=O)[O-])c1 | -1.1%&-5.8%
C=C(C)c1cc2cc(C(C)=O)c(O)cc2o1 | 0.0%
N[C@H](CP(=O)(O)O)C(=O)O | -4.7%
Fc1ccc(C(OCCN2CCN(C/C=C\c3ccccc3)CC2)c2ccc(F)cc2)cc1 | -4.9%
O=C(/C=C\c1ccc(Cl)cc1)N[C@@]12CCC(=O)[C@@H]3Oc4c(O)ccc5c4[C@@]31CCN(CC1CC1)[C@@H]2C5 | -2.0%
C=CCN1CC[C@]23c4c5ccc(O)c4O[C@H]2[C@@H](O)C=C[C@H]3[C@H]1C5 | -5.9%
O=C(Nc1ccccc1)N1CCC2(CC1)CCN(C(=O)Oc1ccccc1)CC2 | -5.3%
CC(=O)O[C@H]1C[C@@H](O[C@@H]2[C@H](C)O[C@H](O[C@@H]3[C@H](C)O[C@H](O[C@@H]4CC[C@@]5(C)[C@@H](CC[C@]6(C)[C@]5(C)C[C@H](O)[C@]5(C)[C@@H](C7=CC(=O)OC7)CC[C@@]56O)C4)C[C@@H]3O)C[C@@H]2O)O[C@@H](C)[C@H]1O[C@H]1O[C@@H](CO)[C@@H](O)[C@@H](O)[C@@H]1O | -5.8%
O=c1[nH]c2ccccc2n1C1CCN(Cc2ccc(-c3[nH]c4cc5ncnc5cc4nc3-c3ccccc3)cc2)CC1 | 6.0%
CCN(CC)C(=O)N[C@@H]1C[C@H]2c3cccc4[nH]cc(c34)C[C@@H]2N(C)C1 | -3.8%&-3.7%
CCOP(=S)(OCC)Oc1cc(C)nc(N(CC)CC)n1 | -1.7%
CC(C)[C@]1(NC(=O)[C@@H]2C=C3c4cccc5[nH]cc(c45)C[C@H]3N(C)C2)O[C@@]2(O)C3CCCN3C(=O)[C@H](Cc3ccccc3)N2C1=O (stereo partly specified) | 1.3%
CC[C@]1(O)CC(O[C@@H]2CC(N(C)C)C(O)C(C)O2)c2c(cc3c(c2O)C(=O)c2c(O)cccc2C3=O)C1C(=O)OC (stereo partly specified) | -5.2%
O=C(NC1CCCCC1)c1cn(CCN2CCOCC2)c2cc(Cl)ccc2c1=O | -1.6%
O=C(OCCN1CCCCC1)C(O)(c1ccccc1)c1ccccc1 | -3.4%
CC(C)CC1C(=O)N2CCCC2C2(O)OC(NC(=O)C3CC4c5cccc6[nH]cc(c56)CC4N(C)C3)(C(C)C)C(=O)N12 (stereo unspecified) | -4.4%
CCOc1cc(OP(=S)(OC)OC)nc(CC)n1 | -1.3%
OC[C@H]1O[C@@H](n2cnc3cc(Cl)c(Cl)cc32)[C@H](O)[C@H]1O | -2.9%&-3.8%
O=C(Oc1ccccc1)N1CCC[C@@]2(CCN(Cc3ccccc3)C2)C1 | -0.2%
CC(C)CCCC1(C)C=Cc2c(O)c3c(c(CCC(C)C)c2O1)OC12C(CC4CC1C(C)(C)OC2(CCC(C)C(=O)O)C4O)C3=O (stereo unspecified) | -6.7%
Oc1ccc2c3c1O[C@H]1c4oc5ccccc5c4C[C@]4(O)[C@H](C2)N(CC2CC2)CC[C@@]314 | -4.8%
O=C1C=C2C=C[C@H]3C[C@@]2(O1)[C@H]1CCCCN31 | -3.6%
Cc1[nH]c2ccc(Cl)cc2c1C1=CCNCC1 | -4.6%
c1csc(CN2CC[C@@]3(CCCNC3)C2)n1 | -2.7%

Retrieved one by one from above, 7 records:
SMILES | GRP78 ERSR act
OC[C@H]1O[C@@H](n2cnc3cc(Cl)c(Cl)cc32)[C@H](O)[C@H]1O | -2.9%&-3.8%
CC(C)CC1C(=O)N2CCCC2C2(O)OC(NC(=O)C3CC4c5cccc6[nH]cc(c56)CC4N(C)C3)(C(C)C)C(=O)N12 (stereo unspecified) | -4.4%
Oc1ccc2c3c1O[C@H]1c4oc5ccccc5c4C[C@]4(O)[C@H](C2)N(CC2CC2)CC[C@@]314 | -4.8%
O=C(OCCN1CCCCC1)C(O)(c1ccccc1)c1ccccc1 | -3.4%
CC(C)CCCC1(C)C=Cc2c(O)c3c(c(CCC(C)C)c2O1)OC12C(CC4CC1C(C)(C)OC2(CCC(C)C(=O)O)C4O)C3=O (stereo unspecified) | -6.7%
O=C(Oc1ccccc1)N1CCC[C@@]2(CCN(Cc3ccccc3)C2)C1 | -0.2%
c1csc(CN2CC[C@@]3(CCCNC3)C2)n1 | -2.7%

Next part
SMILES | GRP78 ERSR act
O=[N+]([O-])C(Br)(CO)CO | -12.2%
O=C(O)COc1cc(Cl)c(Cl)cc1Cl | -3.5%
Oc1ccc2c3c1OC1C(O)CC[C@]4(O)C(C2)N(CC2CCC2)CC[C@]314 (stereo partly specified) | -6.4%
C=C/C(=C/C(=O)C[C@H](C)C[C@@H](C)CC[C@H](O)[C@H](C)C(=O)C[C@@H](O)[C@H](C)[C@@H](C)OC(=O)C[C@@H](O)C1=C(C)C(=O)OC1=O)CC | -4.2%
[S]=[Sb][S][Sb]=[S] | -1.9%
CC1OC(OC2C(O)CC(OC3C(O)CC(OC4CCC5(C)C(CCC6C5CCC5(C)C(C7=CC(=O)OC7)CCC65O)C4)OC3C)OC2C)CC(O)C1O (stereo unspecified) | -9.0%
O=C(/C=C/c1ccc(Cl)cc1)N[C@@]12CCC(=O)[C@@H]3Oc4c(O)ccc5c4[C@@]31CCN(CC1CC1)C2C5 | -1.7%
CC(C)(c1ccc(OC[C@@H]2CO2)cc1)c1ccc(OC[C@H]2CO2)cc1 | ?
COc1ccc(NC(=O)N2CCCC3(CCN(C(=O)Oc4ccccc4)CC3)C2)cc1 | -4.1%
C[C@H]1CC[C@@H]2[C@@H](C)[C@H]3[C@H](C[C@H]4[C@@H]5CC=C6CC(O[C@@H]7O[C@H](CO)[C@H](O)[C@H](O[C@@H]8O[C@H](CO)[C@@H](O)[C@H](O)[C@H]8O)[C@H]7O[C@H]7O[C@@H](C)[C@H](O)[C@@H](O)[C@H]7O)CC[C@]6(C)[C@H]5CC[C@]34C)N2C1 (stereo partly specified) | -11.8%
C=C1C([C@@]2(C)C(OC(C)=O)CC(=O)O[C@@](C)(COC(C)=O)C2CC(=O)OC)C(OC=O)C(OC(=O)C(OC(C)=O)C(C)CC)[C@]2(C)C(c3ccoc3)CC(=O)C12O (stereo partly specified) | -5.2%
C[C@@H](N)[C@@H](O)c1ccc(O)c(O)c1 | -4.6%
C[C@]12CC[C@H]3[C@@H](C[C@H](F)C4=CC(=O)CC[C@@]43C)[C@@H]1CC[C@@H]2O | -3.5%
Clc1c(Cl)c(Cl)c(Cl)c(Cl)c1Cl | -7.3%
CC1=C2C[C@H]3[C@@H](CC=C4C[C@@H](O)CC[C@@]43C)[C@@H]2CC[C@]12O[C@@H]1C[C@H](C)CN[C@H]1C2C (stereo partly specified) | -4.5%
CCN1C[C@]2(C)CCC(OC)[C@@]34C5C[C@@H]6CC[C@@](O)(C5C(=O)O6)[C@@H](C(O)C23)[C@@H]14 (stereo partly specified) | 0.6%
CC1OC(O[C@H]2C[C@@H](O)[C@]3(CO)[C@@H]4C(CC[C@]3(O)C2)[C@@]2(O)CC[C@H](C3=CC(=O)OC3)[C@@]2(C)C[C@H]4O)C(O)C(O)C1O (stereo partly specified) | -6.4%
O=C1C[C@@H]2OCC=C3CN4CC[C@]56c7ccccc7N1[C@@H]5[C@@H]2[C@H]3C[C@H]46 (tested in a mixture with another compound) | -4.3%
CC(C)C[C@H](NC(=O)[C@H](CC(C)C)NC(=O)[C@H](Cc1ccccc1)NC(=O)[C@@H](N)Cc1ccc(O)cc1)C(=O)N[C@@H](CCCN=C(N)N)C(=O)N[C@@H](CC(N)=O)C(=O)N1CCC[C@H]1C(=O)O | -5.8%
CC1C(=O)OC2C1CC[C@@]1(C)C=CC(=O)[C@@]3(C)O[C@@]213 (stereo partly specified) | -0.9%
COc1cc(=O)n2c(c1C(=O)N(C)Cc1nonc1C)CCN(C(=O)C1C(C)(C)C1(C)C)CC2 | -2.8%
CC(=O)OC1CC(OC(C)=O)[C@]2(C)C(CC(OC(C)=O)[C@]3(C)C2CC[C@@]2(C)C(c4ccoc4)C(=O)C4O[C@]432)C1(C)C (stereo partly specified) | -4.4%
CC(C)Oc1cc(-n2nc(C(C)(C)C)oc2=O)c(Cl)cc1Cl | -8.5%
C=C(C)C1Cc2c(ccc3c(=O)c4c(oc23)COc2cc(OC)c(OC)cc2-4)O1 (stereo unspecified) | -3.9%
C[C@@]12CC[C@H]3[C@@H](CC[C@]4(O)C[C@H](O)CC[C@@]34C=O)[C@]1(O)CC[C@@H]2C1=CC(=O)OC1 | -7.2%
CN1CCN(c2ncc3ncc(=O)n(C)c3n2)CC1 | -4.6%
CC(C)[C@@H]1CN[C@H](C(=O)O)[C@@H]1CC(=O)O | -0.6%
Cc1ccc2c(c1)Cc1c(C(=O)NN3CCCCC3)nn(-c3ccc(Cl)cc3Cl)c1-2 | 6.5%
CCCCCCCCc1[se]c2ccccc2c1Br | -5.6%
OCC(Br)(Br)Br | -0.8%
CC1CC(O)[C@]2(O)[C@]13CC(=O)OC[C@@]2(C)[C@@](C)(O)C(=O)C3 (stereo partly specified) | -4.5%
C[C@H](NC(=O)[C@@H](N)Cc1ccc(O)cc1)C(=O)N[C@@H](Cc1ccccc1)C(=O)NCC(=O)N[C@@H](Cc1ccc(O)cc1)C(=O)N1CCC[C@H]1C(=O)N[C@@H](CO)C(N)=O | -3.7%
NC(=NCCCC(N)C(=O)O)N[N+](=O)[O-] (stereo unspecified) | -2.0%
CN1CC[C@@]2(C)c3cc(OC(=O)Nc4ccccc4)ccc3N(C)[C@@H]12 | 6.3%&-8.0%
COC(=O)[C@]1(C)CC[C@@]2(C)CC[C@@]3(C)C4=CCc5c(cc(O)c(O)c5C)[C@]4(C)CC[C@@]3(C)C2C1 (stereo partly specified) | -11.1%
C[C@]12CC[C@H](OS(=O)(=O)O)CC1=CCC1C2CC[C@]2(C)C(=O)CC[C@@H]12 (stereo partly specified) | -2.1%
C[C@@]12CC[C@H](O)C[C@@H]1CC[C@H]1[C@@H]2C[C@@H](O)[C@]2(C)[C@@H](C3=CC(=O)OC3)CC[C@]12O | -4.6%
COc1ccc(NC(=O)N2CC3(CCN(C(=O)Oc4ccccc4)CC3)C2)cc1 | -4.1%
C[C@H]1CCC/C=C/C2C[C@H](O)C[C@H]2[C@H](O)/C=C/C(=O)O1 (stereo partly specified) | 11.2%&3.7%
C=C(C)C1CCC(C)=CC1c1c(OC)cc(C)cc1OC (stereo unspecified) | -8.6%
c1ccc2c(c1)OC[C@@H](C1=NCCN1)O2 | -10.6%&-5.8%
CC1=CCCC2C1(C)CCC(C)C2(C)CC/C(C)=C/C[n+]1cn(C)c2c(N)ncnc21 (stereo unspecified) | -5.3%
CC(C)OC(=O)C(O)(c1ccc(Cl)cc1)c1ccc(Cl)cc1 | -11.4%
CN1CCN(c2ccc3ccccc3n2)CC1 | -1.7%&1.7%
C[C@]12CCC3C(CC[C@H]4C[C@@H](O)CC[C@]34C)[C@@H]1CCC2=O (stereo partly specified) | -2.4%
COC(C(=O)C(O)C(C)O)C1Cc2cc3cc(OC4CC(OC5CC(O)C(OC)C(C)O5)C(OC(C)=O)C(C)O4)c(C)c(O)c3c(O)c2C(=O)C1OC1CC(OC2CC(OC3CC(C)(O)C(OC(C)=O)C(C)O3)C(O)C(C)O2)C(O)C(C)O1 (stereo unspecified) | -4.9%
CCCCCCCCCc1ccc(O)cc1 | -1.0%
COc1ccc(CC2NCCc3cc(OC)c(OC)cc32)cc1OC (stereo unspecified) | -2.4%
CC[N+](C)(CC)CCOC(=O)C(O)(c1ccccc1)c1ccccc1 | -3.7%
CCCCCc1cc(O)c2c(c1)OC(C)(C)[C@@H]1CCC(C(=O)O)=C[C@H]21 | 12.0%&-2.6%

Next records:
SMILES | GRP78 ERSR act
O=C(N[C@@H]1CN2CCC1CC2)c1cc(Cl)cc2[nH]cnc12 | -0.4%
O=C(O)c1ccccc1-c1c2cc(Br)c(=O)cc-2oc2[c]([Hg])c(O)c(Br)cc12 | -3.0%&-3.0%
CN(CCCC(=O)c1cccnc1)N=O | -2.9%
C/C=C(\C)C(=O)OC1CC(OC(C)=O)[C@@]2(C(=O)OC)COC3C2[C@@]12CO[C@](O)(C(=O)OC)C2[C@](C)(C12OC1(C)C1CC2OC2OC=C[C@]21O)C3O (stereo partly specified) | -5.5%
C[C@]12CC[C@H](O)C[C@@H]1CC[C@H]1[C@H]2CC[C@]2(C)C(=O)CC[C@@H]12 | -3.9%&-5.1%&-3.7%
CN[C@@H](C)[C@H]1CC[C@@H](N)[C@@H](O[C@@H]2[C@@H](O)[C@@H](O[C@H]3OC[C@@](C)(O)[C@@H](NC)[C@@H]3O)[C@H](N)C[C@@H]2N)O1 (tested in a mixture with another compound) | -3.2%
C=C(C)CN1CC[C@@]23c4c5ccc(O)c4O[C@H]2c2[nH]c4ccccc4c2C[C@]3(O)[C@@H]1C5 | 0.2%
O=C1/C(=C\c2ccccc2)C[C@@]2(O)[C@H]3Cc4ccc(O)c5c4[C@@]2(CCN3CC2CC2)[C@H]1O5 | -11.7%
C[C@@H]1OC=C2[C@@H](O)[C@H]3O[C@H]3C(=O)[C@@]23[C@H]1[C@H]1C2=C([C@@H](O)[C@H]4O[C@@H]4C2=O)[C@@H]3O[C@@H]1C | -0.5%
